Screening data (PubChem)
NIH3T3 tox: NIH 3T3 cell cytotoxicity. NIH 3T3 viability, CellTiter-Glo ATP luminescence, 48-72 h. Potency, µM (titrated, usually from 96.7 µM), for inactives: at the highest dose activity change, negative = cytotoxicity, actives largely listed as inhibitors. 94,000 tested, 4.3% active. AID 1345082; also: potency is read from the fitted curve at half-maximal effect; nearly all actives have a fitted effect of over 55% in size
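Cytotoxicity is measured as loss of cellular ATP: NIH 3T3 cells (400/well) are exposed to compound for 48 or 72 hr at 37 °C, then CellTiter-Glo luminescence is imaged after 10 min at room temperature.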
FLuc inh: blocks purified firefly luciferase enzyme activity. purified P. pyralis luciferase, luminescence, biochemical. 76,000 tested, 2.5% active. P08659. Potency, µM (series often up to 115 µM), inactives show at the highest dose activity change, negative = inhibition, usual class: inhibitors; also: potency is read from the fitted curve at half-maximal effect; nearly all actives have a fitted effect of over 65% in size
Target sequence (P08659 whole entry, looked up): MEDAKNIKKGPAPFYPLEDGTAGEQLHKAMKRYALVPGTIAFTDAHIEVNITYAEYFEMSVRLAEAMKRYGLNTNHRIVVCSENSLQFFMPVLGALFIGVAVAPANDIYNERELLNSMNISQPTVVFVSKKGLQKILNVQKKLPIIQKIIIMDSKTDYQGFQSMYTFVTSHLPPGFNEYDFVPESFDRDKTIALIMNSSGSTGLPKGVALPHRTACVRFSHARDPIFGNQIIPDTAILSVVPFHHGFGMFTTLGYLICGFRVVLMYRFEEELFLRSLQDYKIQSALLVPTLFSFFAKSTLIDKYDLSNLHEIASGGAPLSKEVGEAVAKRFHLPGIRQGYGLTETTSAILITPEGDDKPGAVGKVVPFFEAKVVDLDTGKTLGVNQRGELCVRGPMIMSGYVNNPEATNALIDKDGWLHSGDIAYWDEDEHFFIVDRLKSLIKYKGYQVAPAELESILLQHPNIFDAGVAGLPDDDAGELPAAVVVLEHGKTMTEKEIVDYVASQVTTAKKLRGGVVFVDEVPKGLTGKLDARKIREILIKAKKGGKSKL
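Biochemical qHTS: compound (6-point titration) added to 10uM D-luciferin plus 10uM ATP in Tris acetate pH 7.5 buffer with Mg, Tween-20 and BSA, then purified enzyme at 10nM; light output imaged.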
SNCA expr inhib: SNCA gene expression inhibition; HEK-293 SNCA-luciferase knock-in, luminescence, 24 h; Potency, µM (top dose mostly 57.2 µM), without a hit: at the top dose activity change, negative = inhibition, actives largely listed as inhibitors; 140,000 tested, 0.17% active;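 also: potency is read from the fitted curve at half-maximal effect; plate controls were DMSO cells for no effect and cell-free wells for full effect; nearly all actives have a fitted effect of over 45% in size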
HEK293 viab: cell viability loss counter-screen. HEK-293-SNCA-luc viability, GF-AFC fluorescence, 24 h. 150,000 tested, 0.12% active. Potency, µM (series often up to 57.1 µM), for inactives: top-dose activity change, negative = cytotoxicity, most hits filed as cytotoxic;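 also: potency is read from the fitted curve at half-maximal effect; 0% = DMSO-treated cells and -100% = medium-only wells without cells; nearly all actives have a fitted effect of over 30% in size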
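HEK-293-SNCA-luc cells (1500/well) plated 24 h, then exposed 24 h to a dilution series; GF-AFC added 30 min at 37C, fluorescence 405/540 nm; normalised to medium-only and DMSO wells, Hill fit.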
IP6K1 inhibitor: IP6K1 kinase inhibition | Q92551 | IP6K1 kinase, ADP-Glo luminescence, 2 h; hits give low values | activity change, % (series mostly up to about 58 µM) | 140,000 tested, 0.81% active; in the data active = activity change below about -25%
Target sequence (Q92551 whole entry, looked up): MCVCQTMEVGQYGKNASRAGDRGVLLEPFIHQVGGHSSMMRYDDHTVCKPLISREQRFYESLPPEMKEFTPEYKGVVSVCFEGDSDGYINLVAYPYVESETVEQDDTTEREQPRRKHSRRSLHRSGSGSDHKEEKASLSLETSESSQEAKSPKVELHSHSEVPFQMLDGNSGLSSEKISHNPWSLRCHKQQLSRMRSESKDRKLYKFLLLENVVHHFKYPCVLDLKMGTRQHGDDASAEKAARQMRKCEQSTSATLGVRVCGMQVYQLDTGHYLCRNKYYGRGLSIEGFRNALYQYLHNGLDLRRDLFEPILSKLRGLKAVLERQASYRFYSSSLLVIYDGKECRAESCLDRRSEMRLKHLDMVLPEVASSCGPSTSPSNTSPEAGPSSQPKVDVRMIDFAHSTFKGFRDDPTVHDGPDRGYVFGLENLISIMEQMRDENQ
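ADP-Glo luminescence measures ADP made by human IP6K1 during a 2 h RT reaction with ATP/IP6 (mix at 1.3 mM/130 uM); top library doses 57.5 and 19.1 uM final.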
HEK293 tox: HEK 293 cell cytotoxicity | HEK 293 viability, ATP luminescence (CellTiter-Glo), 48-72 h | Potency, µM (series often up to 115 µM), for inactives: top-dose activity change, negative = cytotoxicity, usual class: inhibitors | 94,000 tested, 6.6% active; also: potency is read from the fitted curve at half-maximal effect; nearly all actives have a fitted effect of over 60% in size
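Cytotoxicity was scored by loss of ATP-coupled luminescence (CellTiter-Glo) in HEK 293 cells. Compound treatment ran 48 or 72 hr at 37 degree Celsius, 5% CO2, 95% humidity.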
GPT2 inhibitor: inhibitors of human GPT2 alanine aminotransferase; Recombinant GPT2, coupled pyruvate oxidase/HRP Amplex Red fluorescence; Potency, µM (top dose mostly 57.7 µM), inactives show at the highest dose activity change, negative = inhibition, usual class: inhibitors; Q8TD30; AID 1671188; 100,000 tested, 0.25% active; also: potency is read from the fitted curve at half-maximal effect; nearly all actives have a fitted effect of over 60% in size; many of its hits are not listed in these tables
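GPT2 10ng/uL, a-KG 250uM, L-Ala 2mM, HEPES pH7.5 + 0.0001% Tween; 30 min RT. Then Amplex mix (PO/HRP/ThPP), 30 min RT dark, fluorescence. AOA 50uM used as positive control.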
An asterisk follows results filed as active; i = inactive; ? = inconclusive; / = no result given; & = joins results of further samples; [ ] = remark or other dose. Unless noted, calls follow the shape of the dose curve; as a rule, active = well fitted curve in the direction sought with a large enough effect; inconclusive = small, poorly fitted or top-dose-only effect, or another doubt; inactive = no such curve, though single readings can be large; an effect the other way counts as inactive or inconclusive. Unless noted, % is scaled to controls: 0 for no effect and ±100 for the full control effect. Only part of the results is shown. The share of hits here may be higher or lower than overall.

Results follow in this order: NIH3T3 tox	FLuc inh	SNCA expr inhib	HEK293 viab	IP6K1 inhibitor	HEK293 tox	GPT2 inhibitor
> O=c1c2nc(-c3ccc(O)c(F)c3)ccc2ncn1Cc1ccccn1
 : 79µM*	-18%[172 µM]	13%[87.6 µM]	-16%[87.6 µM]	9	-7%[172 µM]	-10%[88.5 µM]
> CCOc1ccc(-c2cc(NC(=O)c3c(F)cccc3F)c(C(=O)O)s2)cc1
 : /	/	/	-1%	-22	/	0%
> COC(=O)C(Cc1c[nH]c2ccccc12)NC(=O)COc1cccc(C)c1 (stereo not drawn)
 : /	/	34%[activator]	-4%	43	/	/
> CC(C)C[C@@H]1N[C@H](C(=O)O)Cc2cn(CC3CC3)c3cccc1c23
 : ?	-4%[172 µM]	-11%[87.6 µM]	-11%[87.6 µM]	-21	?	-34%[88.5 µM]
> C[S+](=O)([O-])N1Cc2ccccc2CC2(CCCN(Cc3ccccc3)C2)C1 (stereo not drawn)
 : -17%	/	1%	3%	10	?	0%
> CN1CCN(c2ncnc3sc4c(c23)CCN(Cc2ccco2)C4)CC1
 : -5%	-6%	-34%	3%	8	1%	i
> C[C@H]1[C@@H]2[C@@H](O)C([C@H](C)C(=O)N3CCCC3)CC[C@@]2(C)CC[C@@H]1NC(=O)Nc1cccc(F)c1 (stereo partly drawn)
 : -27%	-13%	-5%	2%	10	-1%	i
> Cc1cnc(CCNC(=O)NCc2ccccc2)n1C1CCC1
 : -24%	-3%	11%	-4%	1	?	2%
> CCCCNc1nc2c(S(=O)(=O)c3ccc(C)c(C)c3)nnn2c2ccsc12
 : /	/	19%	2%	24	/	/
> O=C(NCCCc1ccccc1)C1CCN(c2nc3ncccc3o2)CC1
 : -29%	/	21%	7%	22	-19%	4%
> CC(C)c1nc2c(c(-c3ccc(Cl)cc3)n1)CN([S+](=O)([O-])c1ccccc1)CC2
 : -26%	-3%	12%	?	-4	-26%	i
> C#CCNC(=O)c1ccc2oc(-c3ccncc3)nc2c1
 : -16%[138 µM]	/	8%[87.6 µM]	-10%[87.6 µM]	-8	?	5%[88.5 µM]
> O=C(c1ccc(Cn2cccn2)o1)N1CCC2(CC1)[C@H](O)C[C@@H]2O
 : -9%	7%	1%	1%	11	-24%	3%
> Cc1nc(N2CCCC2)c2c(C(=O)N3CCN(c4ccccc4)CC3)c(C)oc2n1
 : /	/	18%	-1%	4	/	/
> O=C(CNC(=O)c1cnccn1)NC1CCCc2c1[nH]c1ccc(Cl)cc21 (stereo not drawn)
 : -27%	-5%	-10%	-20%	-3	-69%	-3%
> Cn1nc(-c2ccncc2)cc1NC(=O)C1CC1
 : -21%[138 µM]	/	6%[87.6 µM]	9%[87.6 µM]	2	-1%[172 µM]	i
> O=C1CC(c2ccccc2)N(C(=O)CNC(=O)c2ccc3ncccc3c2)CCCCCCN1 (stereo not drawn)
 : -6%	3%	6%	0%	0	-5%	3%
> Cc1ccc(C)c(NC(=O)CCCn2nc(C)c3sc4ccccc4c3c2=O)c1
 : /	/	2%	6%	30	/	/
> Cc1ccc(-c2cccc(CN3CCCC3C(=O)N3CCC(C#N)CC3)c2)cc1Cl (stereo not drawn)
 : 32µM*	/	/	/	-5	40µM*	/
> O=C(NCCc1csc2nc(-c3cccc(F)c3)nn12)c1ccc(Br)o1
 : /	/	2%	-4%	-6	/	/

More records:
Results follow in this order: NIH3T3 tox	FLuc inh	SNCA expr inhib	HEK293 viab	IP6K1 inhibitor	HEK293 tox	GPT2 inhibitor
> CC1CCN([C@@H]2[C@H](O)[C@H](CO)O[C@@H]2CNC(=O)c2cccs2)CC1
 : 3%[174 µM]	1%[172 µM]	-2%[87.6 µM]	-2%[87.6 µM]	9	1%[172 µM]	1%[88.5 µM]
> COc1ccc(CNC(=O)c2cc3cccc4c3n2CC(C)S4)cc1OC (stereo not drawn)
 : /	/	-10%	-6%	15	/	/
> CC(=O)N1CCC(NC2(Cc3cc(C(C)(C)O)on3)COC2)CC1
 : i	-2%[172 µM]	5%[87.6 µM]	10%[87.6 µM]	18	i	1%[88.5 µM]
> COC[C@H]1C[C@@H](NC(=O)Nc2ccccc2)[C@H](O)[C@@H]1O
 : i	-1%[230 µM]	11%[87.6 µM]	4%[87.6 µM]	-5	3%[230 µM]	3%[88.5 µM]
> CNC(=O)[C@@H]1C[C@H](Oc2cccnc2)CN1C(=O)Cc1cccc(OC)c1
 : -4%	-8%	23%	0%	0	-28%	-23%
> CN(C)S(=O)(=O)N1CCC(N2C(=O)C3(CCCCC3)C2c2ccncc2)CC1 (stereo not drawn)
 : -15%	2%	41%[activator]	-4%[12.5 µM]	9	1%	i
> CC(C(=O)N1CCOCCNC(=O)CC1)c1ccccc1 (stereo not drawn)
 : -18%	-12%	30%	?	11	0%	i
> COCCOc1ccc(-c2noc([C@@H]3CCCN3C3CCC3)n2)cn1
 : ?	13%[172 µM]	71%[activator][87.6 µM]	-2%[87.6 µM]	14	?	-2%[88.5 µM]
> O[C@H]1CC[C@@H](Cc2cc(-c3ccc(F)cc3)on2)O[C@@H]1CNC1CCCCC1
 : 40µM*	-7%[172 µM]	77%[activator][87.6 µM]	-23%[87.6 µM]	-3	?	-2%[88.5 µM]
> O=S(=O)(c1ccccc1)c1nnn2c1nc(NCc1ccc(F)cc1)c1ccccc12
 : i	/	?	2%	37	i	-10%
> CCOc1ccccc1NC(=O)Cn1c(=O)n(CCC(=O)NCc2ccc3c(c2)OCO3)c(=O)c2ccccc21
 : /	/	11%	-23%	36	/	/
> CCCNC(=O)N[C@@H]1CCC[C@@H](C(=O)N(CC)CC)CC(=O)N(C)C1
 : -6%[174 µM]	-15%[172 µM]	14%[87.6 µM]	4%[87.6 µM]	-15	-18%[172 µM]	i
> CCc1ccc2c(c1)-c1ccccc1S(=O)(=O)N2CC(=O)N1CCCCC1
 : /	/	140%[activator]	-13%	-11	/	/
> Fc1ccc(OCCc2noc(C3CCCCN3)n2)cc1 (stereo not drawn)
 : -8%	-16%	88%[activator]	-1%	32	-7%	i
> COCc1cc(C[C@@H]2C[C@H](NS(C)(=O)=O)C2(C)C)no1
 : 5%[138 µM]	-7%[172 µM]	-3%[87.6 µM]	2%[87.6 µM]	-8	3%[172 µM]	2%[88.5 µM]
> Cc1ccc2nc(C3CCN(Cc4ccc(C#N)cc4)CC3)[nH]c(=O)c2c1
 : ?	4%	-15%&15%	1%&2%	11&1	?	i
> COc1cccc(-c2cccc(C(=O)N3CCCC3C(=O)NCc3ccccc3)c2)c1 (stereo not drawn)
 : ?	/	10%	0%[12.5 µM]	19	?	-14%
> O=[S+]1([O-])c2cccnc2OC(Cn2cccc2)CN1Cc1cccc(F)c1 (stereo not drawn)
 : ?	/	0%[25.6 µM]	-19%[23.9 µM]	8	?	i
> CCOc1ccc(-c2cc3c(=O)n(CCNC(=O)c4ccccc4OC)ccn3n2)cc1
 : i	16µM*	?	?	-2	?	i
> CCOc1ccccc1NC(=O)C(CC)Sc1nc2ccncc2[nH]1 (stereo not drawn)
 : /	/	5%	-2%	-5	/	/

Carrying on:
Results follow in this order: NIH3T3 tox	FLuc inh	SNCA expr inhib	HEK293 viab	IP6K1 inhibitor	HEK293 tox	GPT2 inhibitor
> CS(=O)(=O)c1cnc(NCc2ncc[nH]2)nc1C1CCCNC1 (stereo not drawn)
 : -12%	-7%	4%	-11%	8	-11%	-19%
> CCOc1cccc(CC(=O)N2CCc3c([nH]c4ccccc34)C2c2ccccc2)c1OCC (stereo not drawn)
 : /	/	-19%	6%	5	/	/
> Cc1cccc(NC(=O)N2CCC(CCNC(=O)C3(c4ccccc4)CC3)CC2)c1
 : -30%	/	-19%	-3%	3	?	-12%
> CCCN1C(=O)CC[C@H]2CN(c3cc(OC)nc(N)n3)CC[C@H]21
 : -19%	4%	0%	13%	15	-3%	-6%
> CS(=O)(=O)CC(O)c1cc2n(n1)CCN(c1cncc(C(N)=O)n1)C2 (stereo not drawn)
 : 1%	-11%	-9%	2%	11	1%	?
> O=C(Nc1ccccc1F)N1CC2CCC(C1)N2Cc1cccs1
 : -2%	/	7%	2%	-7	0%	?
> CCOCCCNC(=O)[C@H]1CN(Cc2ccccc2)C[C@H]1C(=O)O
 : i	4%	14%	-6%	-9	1%	?
> Cc1ccc(S(=O)(=O)CC(=O)Nc2sc3c(c2C#N)CCCC3)cc1
 : /	/	11%	8%	4	/	/
> Cc1nn(-c2ccccc2)c2c1C(C1CC1)N(CC1CN(C(=O)c3ccccc3)C1)C2=O (stereo not drawn)
 : ?	/	/	/	13	?	/
> COc1ccc(-n2c(=O)c3c(n2Cc2ccccc2)CN(C(=O)c2ccnn2C)CC3)cc1
 : 35µM*	-1%	21%	-5%	7	-5%	i
> Cc1ccc2nc([C@H]3CCN(Cc4ccccn4)C3)[nH]c2c1
 : ?	40µM*	67%[activator][87.6 µM]	-1%[87.6 µM]	-2	50µM*	?
> CN(C)[C@@H]1CN(C(=O)C2CCC2)CC[C@]1(O)c1ccccc1
 : i	-1%	2%	-4%	21	0%	i
> Cc1ccc(C(=O)N2CCCCCNC(=O)[C@@H]3CCCC[C@@H]32)s1
 : ?	4%	19%	2%	-11	0%	1%
> O=C(NCCNC(=O)C1CCCC1)c1cccc(-c2ccsc2)c1
 : ?	/	-4%[87.6 µM]	2%[12.5 µM]	-5	79µM*	-1%[88.5 µM]
> COc1ccc(NC(=O)O[C@@H]2CO[C@H]3[C@@H]2OC[C@@H]3NC(=O)c2ccco2)cc1
 : -19%[174 µM]	-5%[172 µM]	-11%[87.6 µM]	7%[87.6 µM]	13	-25%[172 µM]	-19%[88.5 µM]
> CCOc1ccc(NC(=O)CSc2nnc(-c3ccc(OCC)cc3)o2)cc1
 : /	/	-15%	4%	0	/	/
> CN(C)C(=O)c1n[nH]c2c1CN(C(=O)c1cccc(Cl)c1)CC2
 : -13%	-13%	3%	7%	13	-5%	i
> CCCOc1cccc(C2c3c(oc4ccc(F)cc4c3=O)C(=O)N2CCc2ccc(OC)cc2)c1 (stereo not drawn)
 : /	/	?	3%	-11	/	/
> Cc1ccn2c(Nc3ccc(F)cc3)c(-c3ccc(C)o3)nc2c1
 : /	/	56%[activator]	-6%	-21	/	/
> CN(Cc1nc2ccc(F)cc2[nH]1)c1cc(C2CC(O)C2)ncn1 (stereo not drawn)
 : -28%	6%	2%	-15%	-1	-3%	-11%
> O=C(c1ccsc1)N1CCN(c2nnc3ccc(C(F)(F)F)cn23)CC1
 : -18%	-6%	-12%	4%	51	-19%	-12%
> CCOc1ccc(NC(=O)CC2C(=O)N(c3ccccc3)C(=O)N2CCc2cccs2)cc1 (stereo not drawn)
 : /	/	-13%	-14%	19	/	/

Random excerpt: two compounds from above, in no set order.
Results follow in this order: NIH3T3 tox	FLuc inh	SNCA expr inhib	HEK293 viab	IP6K1 inhibitor	HEK293 tox	GPT2 inhibitor
> Cc1cccc(NC(=O)N2CCC(CCNC(=O)C3(c4ccccc4)CC3)CC2)c1
 : -30%	/	-19%	-3%	3	?	-12%
> CCOc1cccc(CC(=O)N2CCc3c([nH]c4ccccc34)C2c2ccccc2)c1OCC (stereo not drawn)
 : /	/	-19%	6%	5	/	/
